SIAE inh: blocks human sialic acid acetylesterase; Q9HAT2; SIAE FP-Rh probe binding, fluorescence polarization; inhibition, % at 9.66 µM; 370,000 tested, 0.69% active;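 active = inhibition above a cutoff: mean of compounds within the control limits plus 3 SD of those, cut at about 17% in these data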;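 note: 0% = plate median of compound wells and 100% = probe without SIAE protein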
PRMT1 FP inh: PRMT1 (human) inhibition, primary screen | 370,000 tested, 1.3% active | inhibition, % at 2.79 µM | AID 652257 | recombinant PRMT1, activity-based probe fluorescence polarization;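 active = inhibition above about 21% made by adding two undisclosed values, limit read from the data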
Target sequence (Q99873 whole entry, looked up): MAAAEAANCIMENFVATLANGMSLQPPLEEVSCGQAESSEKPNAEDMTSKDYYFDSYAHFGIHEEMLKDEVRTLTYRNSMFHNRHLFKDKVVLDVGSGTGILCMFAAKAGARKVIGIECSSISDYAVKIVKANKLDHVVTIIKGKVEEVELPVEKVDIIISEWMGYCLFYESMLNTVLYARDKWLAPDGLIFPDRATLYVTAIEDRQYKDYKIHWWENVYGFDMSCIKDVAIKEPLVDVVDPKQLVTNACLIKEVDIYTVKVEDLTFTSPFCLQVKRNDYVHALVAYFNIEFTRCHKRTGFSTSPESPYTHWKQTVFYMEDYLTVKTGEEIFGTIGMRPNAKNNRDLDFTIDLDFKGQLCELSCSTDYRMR
ABHD4 inh: inhibits mouse alpha/beta hydrolase domain 4. Q8VD66. inhibition, % at 8.92 µM. 370,000 tested, 0.54% active. purified mABHD4, FP-Rh probe fluorescence polarization;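 active = inhibition exceeding the mean over every tested compound plus 3 SD, cut at about 30% in these data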;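 note: 0% = plate median of compound wells and 100% = S159A mutant with DMSO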
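Doses – 8.92 µM, single dose · Material – wild-type mouse ABHD4 protein · Replication – single well per compound (singlicate) · Measure – percent inhibition of probe binding, normalized to plate controls · Schedule – 45 min compound pre-incubation plus 60 min probe step, 25 °C · Detection – fluorescence polarization with parallel and perpendicular emission, 525/598 nm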
PG9 Ab binder: binds the HIV-1 gp120 antibody PG9 | 360,000 tested, 0.43% active | inhibition, % at 6.7 µM | TR-FRET gp120-PG9 antibody binding | AID 624416; in the data active = inhibition above about 8.5%
LEDGF integ inh: blocks HIV-1 LEDGF/p75-dependent DNA integration; TR-FRET IN-LEDGF/p75 DNA integration, Eu/Cy5; inhibition, % at 3.7 µM; 370,000 tested, 0.64% active; AID 743269;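 active = inhibition above the screen-wide mean plus 3 SD, cut at about 13% in these data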;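 note: signal is the Cy5 over europium emission ratio at 671 and 618 nm; 0% = plate median of compound wells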
TDP2 absorb: TDP2 (human) inhibition, absorbance primary screen; recombinant TDP2, T5PNP hydrolysis, p-nitrophenol absorbance 415 nm; inhibition, % at 12.8 µM; AID 720702; 370,000 tested, 0.34% active; O95551;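 active = inhibition above the mean of all tested compounds plus 3 SD, set per campaign, cut at about 25% in these data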;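 note: 0% = DMSO with enzyme and 100% = buffer with substrate but no TDP2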
Target sequence (O95551 whole entry, looked up): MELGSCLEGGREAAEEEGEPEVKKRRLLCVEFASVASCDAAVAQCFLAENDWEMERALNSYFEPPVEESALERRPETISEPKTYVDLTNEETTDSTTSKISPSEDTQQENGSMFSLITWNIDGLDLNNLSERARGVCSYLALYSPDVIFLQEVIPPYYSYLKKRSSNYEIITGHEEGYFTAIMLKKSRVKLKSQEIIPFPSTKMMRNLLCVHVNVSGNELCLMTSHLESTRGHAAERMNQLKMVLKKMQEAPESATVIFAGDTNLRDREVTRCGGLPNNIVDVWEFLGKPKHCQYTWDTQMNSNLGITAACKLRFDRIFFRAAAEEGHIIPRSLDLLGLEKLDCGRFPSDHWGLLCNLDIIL
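Material: recombinant human TDP2; quantity: TDP2 enzyme at 120 nM final; medium: Tris-HCl pH 7.5 with MgCl2; compound: single concentration, 12.8 µM nominal, with 1% DMSO; incubation: 2 h enzyme incubation at 37 °C; signal: epi absorbance; measure: percent inhibition; benchmarks: high control without enzyme, low control DMSO plus TDP2; repeats: singlicate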
UHRF1 binding: human UHRF1 methylated DNA binding inhibitors. UHRF1 binding to methylated oligo, TR-FRET. inhibition, % at 4.4 µM. 370,000 tested, 0.75% active. AID 687016; in the data active = inhibition above about 21%;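 note: UHRF1 SRA domain binding a hemimethylated CpG hairpin DNA probe; 0% = median of test compound wells and 100% = reference inhibitor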
HTRA1 inhibitor: blocks human HTRA1 serine peptidase. Q92743. recombinant HTRA1, FP-rhodamine activity-based probe, fluorescence polarization. inhibition, % at 5.96 µM. 340,000 tested, 0.5% active. AID 504803; in the data active = inhibition above about 36%;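 note: 0% = enzyme with DMSO and 100% = wells lacking enzyme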
TCR-CD3 inh: inhibitors of human TCR-CD3 interaction; AID 651800; TAMRA-labeled TCR probe fluorescence, biochemical; 360,000 tested, 0.37% active; inhibition, % at 9.4 µM; in the data active = inhibition above about 19%;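 note: recombinant mutant TCR 2C K166C tagged with TAMRA read by polarization; 0% = receptor in buffer alone and 100% = receptor with positive control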
Tn7 DDE FP: disrupts Tn7 cyclic peptide binding to fibrin D-Dimer-E complex; FP displacement of FITC-Tn7 peptide from fibrin DD(E); 0% = median of compound wells per plate; AID 720508; inhibition, % at 8.3 µM; P02675; 370,000 tested, 0.13% active;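 active = inhibition above the mean of compounds falling within the control limits plus 3 SD of them, cut at about 14% in these data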;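 note: 0% = plate median of compound wells and 100% = 10 µM Aha-Tn7 peptide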
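Assay system: human fibrin DD(E) protein / Input: 2 µM fibrin DD(E) / Benchmarks: high control of 10 µM Aha-Tn7 peptide / Measured by: fluorescence polarization of the labelled Tn7 tracer / Medium: Tris buffer with calcium and detergent, pH 7.8 / Timing: 10 min compound pre-incubation, 3 h probe incubation at room temperature / Repeats: one replicate per compound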
Numbers without * were called inactive.

SMILES	SIAE inh	PRMT1 FP inh	ABHD4 inh	PG9 Ab binder	LEDGF integ inh	TDP2 absorb	UHRF1 binding	HTRA1 inhibitor	TCR-CD3 inh	Tn7 DDE FP
COc1cc(C(=O)OCC(=O)N2CCCC2=O)cc(OC)c1C	17.1*	96.1*	44.6*	-0.7	-1.1	1.1	11.7	3.8	43.4*	0.6
CCOc1ccc(CNC(=S)N/N=C/c2ccc(OC)c(OC)c2)cc1	14.1	-3.8	-3.8	-3.6	4.0	-4.3	-1.9	-35.5	-2.7	-2.8
COc1ccccc1C(=O)Nc1ccc(OCC(=O)N2CC(C)CC(C)C2)cc1 (configuration not stated)	-1.2	-5.1	1.0	-1.2	1.2	-6.1	-0.8	-6.3	-2.9	-4.5
O=S(=O)(Cc1ccc(Cl)cc1)Oc1ccc(Cl)cc1	5.1	1.4	-4.3	3.1	-2.8	-3.3	-0.9	-21.7	-0.8	1.9
c1cncc(CSc2ccc(-c3cccs3)nn2)c1	4.0	-0.3	-5.2	0.9	-0.7	-2.7	-3.3	-1.1	-10.5	5.5
COCCn1c(=NC(=O)c2ccc(S(=O)(=O)N3CCCc4ccccc43)cc2)sc2cc(S(C)(=O)=O)ccc21	-4.3	4.7	-1.9	-0.3	-1.8	5.1	0.1	12.1	0.6	5.6
CC(SC(=S)N(C)Cc1cccs1)C(=O)O (configuration not stated)	2.9	-1.9	6.3	-2.2	2.7	2.2	0.8	0.1	6.8	-8.9
Cc1ccc(-n2c(C)nn(CCOc3ccccc3)c2=O)cc1	2.4	-9.1	-4.3	0.1	4.0	-19.7	1.2	1.2	-3.3	0.5
O=C(Nc1cccnc1Cl)c1cc(-c2cccc(Cl)c2)on1	3.3	3.4	-3.4	-0.5	-2.0	-11.3	1.5	4.6	-11.7	0.0
COc1ccc(NC(=O)C2CC(=O)N(c3ccccc3F)C2)cc1S(=O)(=O)N1CCCCC1 (configuration not stated)	-4.9	3.5	-2.9	1.6	3.9	-10.7	-0.1	0.5	1.6	6.5
CCS(=O)(=O)N1CCC(C(=O)NCc2ccc3c(c2)OCO3)CC1	-3.1	-5.0	4.0	-1.7	-1.8	-3.3	-0.9	3.8	-1.4	-8.4
CC1C2CC(C(S(=O)(=O)N3CCOCC3)C2=O)C1(C)C (configuration not stated)	3.7	-0.7	2.7	0.2	1.2	-11.2	-2.9	4.1	3.8	6.5
CCOC(=O)C1=C(C)Nc2ccccc2N=C1NC(=O)c1oc2ccccc2c1COC	-1.3	-1.9	-5.0	0.0	-3.3	1.2	-1.1	-11.0	3.9	1.4
OC1=C(O)c2nc3cc(C(F)(F)F)ccc3nc21	1.4	8.9	-1.7	-22.9	-3.5	4.2	-2.2	3.5	-2.6	4.8
Cc1ccc(Cn2nnc3c(=O)[nH]c(C4CCN(S(=O)(=O)c5ccc(C)cc5)CC4)nc32)cc1	-14.4	-3.3	-12.6	-0.8	-5.5	-13.4	-2.1	-58.1	2.7	6.1
CCOc1ccc(N=Cc2ccc3ccccc3c2)cc1	5.8	5.4	-1.1	0.0	-5.0	1.1	0.4	-2.7	-9.6	4.3
CCc1nnc(NC(=O)c2ccc(Br)c(S(=O)(=O)N3CCOCC3)c2)s1	-4.2	-3.0	-1.1	-1.5	2.4	-13.9	-0.1	2.4	3.6	-7.1
COc1ccc(/C=C2/C(=O)C(C)(C(C)C)CCC2C)cc1 (configuration not stated)	-10.3	-1.6	4.5	3.6	1.4	-1.3	-0.5	1.0	-1.0	-3.4
Cc1[nH]n(C(N)=S)c(=O)c1N=Nc1ccc(Br)cc1	-5.8	2.1	4.9	-5.7	-2.2	5.5	-11.3	7.0	0.2	8.1
COc1ccc(S(=O)(=O)N2CCC(C(=O)Oc3c(OC)cccc3OC)CC2)cc1OC	9.1	-0.1	-2.1	-2.5	0.7	5.7	-0.2	-6.8	-1.9	-1.4
CCOc1ccc(Nc2nc(Cc3nnc(SCC(=O)c4ccc(C)cc4)o3)cs2)cc1	18.2*	8.5	2.7	-3.2	0.0	-19.1	-0.2	-7.6	-2.8	0.1
Cc1nc2sc(C(c3ccc(Cl)cc3)N3CCOCC3)c(O)n2n1 (configuration not stated)	1.2	1.2	-2.8	-3.6	-0.5	-13.8	1.5	-0.6	3.2	2.0
CCOc1ccccc1NC(=O)CCCn1cc([N+](=O)[O-])cn1	-5.8	0.7	4.2	-0.5	0.4	-6.9	3.8	7.7	-1.4	-6.8
CCC1(c2ccc(F)cc2)NC(=O)N(CC(=O)Nc2ccccc2C)C1=O (configuration not stated)	3.8	-1.4	11.3	-0.6	1.2	-23.0	2.5	-1.3	2.6	-5.9
COc1cccc(NC(=O)CCC2CCN(C(=O)c3cccc(NC(C)=O)c3)CC2)c1	-0.4	0.0	3.0	-0.1	1.4	5.4	1.9	-0.2	-2.0	3.1
O=C(NC1CC1)c1cccc(NC(=O)C2CC2)c1	0.1	4.3	8.4	0.0	-2.3	0.8	16.9	5.6	-4.0	-1.2
CC(=O)Nc1nonc1-c1nc2ccccc2n1CC1CC1	11.2	4.9	11.4	-0.7	-1.1	7.2	9.3	-4.4	-6.5	5.1
CCC(C)N(C(=O)COC(=O)CNC(=O)c1sc2ccccc2c1Cl)C1CCS(=O)(=O)C1 (configuration not stated)	-8.4	0.7	0.1	2.5	-2.8	-0.3	20.8*	3.5	6.0	-1.6
Cc1cccc(C(=O)NCc2nnc(SCC(=O)Nc3nnc(C)s3)n2C)c1	-2.8	-1.1	5.2	-3.0	0.6	4.6	0.5	8.0	2.4	-3.4
Cc1[nH]c2ccccc2c1C(C[N+](=O)[O-])c1ccco1 (configuration not stated)	7.7	2.8	0.1	-0.4	1.2	9.6	-2.8	1.4	3.0	-2.4

Reprinted from the part before: four compounds, then new ones.
SMILES	SIAE inh	PRMT1 FP inh	ABHD4 inh	PG9 Ab binder	LEDGF integ inh	TDP2 absorb	UHRF1 binding	HTRA1 inhibitor	TCR-CD3 inh	Tn7 DDE FP
CC(=O)Nc1nonc1-c1nc2ccccc2n1CC1CC1	11.2	4.9	11.4	-0.7	-1.1	7.2	9.3	-4.4	-6.5	5.1
CCC(C)N(C(=O)COC(=O)CNC(=O)c1sc2ccccc2c1Cl)C1CCS(=O)(=O)C1 (configuration not stated)	-8.4	0.7	0.1	2.5	-2.8	-0.3	20.8*	3.5	6.0	-1.6
Cc1cccc(C(=O)NCc2nnc(SCC(=O)Nc3nnc(C)s3)n2C)c1	-2.8	-1.1	5.2	-3.0	0.6	4.6	0.5	8.0	2.4	-3.4
Cc1[nH]c2ccccc2c1C(C[N+](=O)[O-])c1ccco1 (configuration not stated)	7.7	2.8	0.1	-0.4	1.2	9.6	-2.8	1.4	3.0	-2.4
CCOC(=O)c1c(NC(=S)NC)sc2c1CCCC2	1.8	10.1	3.1	-1.5	-6.0	-7.3	1.7	-8.3	-1.8	-3.9
O=c1[nH]c2ccccc2nc1C(F)(F)F	1.6	-2.7	-2.8	-0.9	0.9	12.7	-0.5	-6.2	6.5	-4.7
CCCN1C2CCCC1CC(NC(=O)c1ccccc1OCC)C2 (configuration not stated)	3.0	-0.2	-5.2	-1.5	0.2	5.1	1.3	6.0	0.7	-5.1
CC1(C)OC(=O)C(=CNC(CCC(N)=O)C(=O)O)C(=O)O1 (configuration not stated)	7.1	2.0	-6.2	2.6	0.6	0.7	0.4	-2.7	-5.8	9.4
CCOc1cc(C)c(Cl)cc1S(=O)(=O)N(C)C	-0.8	0.7	-3.2	-2.0	0.1	-8.5	13.9	2.0	3.9	0.5
CC1CC(C)CN(C(=O)CNC(=O)c2sc3ccccc3c2Cl)C1 (configuration not stated)	-3.7	-2.8	-3.0	-2.6	2.5	0.3	4.6	-18.4	4.4	0.3
CCOc1cc(NC(=O)c2ccccc2OC)c(OCC)cc1NC(=O)c1ccccc1	-5.9	1.7	0.4	-0.9	-1.0	7.9	3.0	-0.4	-4.6	-3.9
CC(C)OP(=O)(c1ccc(N(C)C)cc1)C(O)c1ccncc1 (configuration not stated)	17.0	0.6	4.4	1.8	1.8	10.6	-1.8	0.7	0.9	2.6
Cc1cc(C)cc(OCC(=O)OCCN2C(=O)c3ccccc3C2=O)c1	-1.8	2.2	2.7	-1.9	-1.8	-3.1	-1.8	-5.2	6.1	-2.6
COc1ccc(/C=N/NC(=O)c2cc3c(ccc4ccccc43)o2)c(OC)c1	-31.8	-0.2	-13.5	-0.7	0.5	18.7	-2.0	-94.2	0.1	2.3
O=C(CSc1nnnn1-c1ccccc1)Nc1ncc2c(n1)CC(c1ccco1)CC2=O (configuration not stated)	6.2	-0.5	1.8	-0.9	-1.9	0.9	10.8	-0.3	6.0	5.5
c1ccc(CN2CCN(c3nc(-c4ccccc4)nc4ccccc34)CC2)cc1	-5.7	0.6	0.6	-1.4	-1.2	-0.9	20.9*	-29.6	5.9	-1.6
O=C(N=C1SC2CS(=O)(=O)CC2N1c1ccc(Br)cc1F)C1CC1 (configuration not stated)	1.1	1.5	-1.6	1.9	-3.3	-21.5	6.7	4.9	2.3	-0.6
CC1Cc2ccccc2N1C(=O)c1ccc2snnc2c1 (configuration not stated)	0.7	-1.4	5.6	-0.5	-0.6	4.3	-0.6	-1.3	-1.2	5.0
